PLAP inhibitors HTS = PLAP enzyme inhibitors, biochemical, luminescence, HTS (AID 690) | inhibition, % at 20 µM, or IC50 in µM where a hit was titrated | actives 0.08% (n = 96,000) | purified PLAP, luminescent substrate; higher % means a stronger effect; in the data active means a potency from the dose series; inactive means the rest, 99 in 100 with inhibition below about 30%; further: strong numbers were not always called active
NFkB transloc inh = blocks IL-1B driven NFkB nuclear translocation in HUVEC cells; HUVEC IL-1B NFkB p65 nuclear translocation imaging; inhibition, % at 2 µM; actives 0.43% (n = 94,000);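 active means inhibition above about 30% together with a positive call from visual inspection of the well image, limit read from the data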;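 further: nuclear over cytoplasmic p65 intensity ratio measured by imaging; 0% = IL-1B stimulated DMSO wells and 100% = unstimulated DMSO wells; values of inactives mirror those of a sister screen read the other way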
IL1B NFkB pot = enhances IL-1B driven NFkB nuclear translocation. activation, % at 2 µM. actives 0.3% (n = 94,000). AID 819. HUVEC IL-1B NFkB p65 nuclear translocation imaging;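 active means activation above 40%, about the mean plus 3 SD, also judged a hit on visual image review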;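 further: percent activation is computed from the nuclear over cytoplasmic p65 intensity ratio; values of inactives mirror those of a sister screen read the other way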
Bcl-B displacement = displacers of TR3 peptide from Bcl-B, primary screen, selectivity assay for Bfl-1 inhibitor project, biochemical, fluorescence polarization | FP displacement of FITC-TR3 peptide from Bcl-B; higher % means a stronger effect | displacement, % at 20 µM, or IC50 in µM where a hit was titrated | actives 0.11% (n = 96,000);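 active means displacement above 50% at 20 µM plus a fluorescence interference ratio under 1.5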;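 further: plate controls were wells without compound for no effect and wells lacking Bcl-B protein for full effect; a part of the inactive calls stands beside numbers as strong as those of hits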
MRP reversal = compounds reversing MRP-mediated drug resistance | AID 602 | H69AR cells + 2 uM doxorubicin, CellTiter-Glo, 72 h | differential viability (reversal), % at 10 µM | actives 0.04% (n = 85,000);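 active means viability drop by adding the cancer drug above about 55%, with treated viability meeting a 40% cutoff, limit read from the data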;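 further: viability without doxorubicin minus viability with 2 µM doxorubicin for each compound; larger differential means the compound sensitizes cells more to doxorubicin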
MRP reversal cytotoxicity = second read-out of MRP reversal, no call of its own (marks repeat the call); viability, %; H69AR cells, CellTiter-Glo, 72 h; measured here: cytotoxicity without doxorubicin
MRP reversal with doxorubicin = recorded beside MRP reversal, whose call it bears; viability, %; measured here: viability with 2 uM doxorubicin; active compounds read low
NFkB transloc inh cell count 2 µM = recorded beside NFkB transloc inh, whose call it bears; cell count; measured here: cells passing quality filter;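 raw number of nuclei counted in each imaged well without normalization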
IL1B NFkB pot cell count 2 µM = recorded beside IL1B NFkB pot, whose call it bears; cell count; measured here: cells passing quality filter
Starred values were filed as active, the others as inactive; x = no result given. These rows are one share of the data; the hit share may differ from the screen's.

nr	compound	PLAP inhibitors HTS	NFkB transloc inh	NFkB transloc inh cell count 2 µM	IL1B NFkB pot	IL1B NFkB pot cell count 2 µM	Bcl-B displacement	MRP reversal	MRP reversal cytotoxicity	MRP reversal with doxorubicin
1	CC1=C(C(=O)OCC(C)C)C23C(=O)c4ccccc4C2(O1)OC(N)=C3C#N (stereo not drawn)	17%	-1	154	1	154	2%	3	88	85
2	Brc1ccc(-c2nnc3sc(CN4CCN(c5ccccc5)CC4)cn23)cc1	14%	x	x	x	x	-6%	1	77	76
3	CCCCn1nnnc1SCC(=O)Nc1sc2c(c1C#N)CCCC2	-9%	-24	103	24	103	5%	-3	62	65
4	CCOC(=O)c1cccc(NC(=O)c2cnccn2)c1	22%	10	86	-10	86	-1%	-5	99	104
5	CCCCOC(=O)c1ccc(NC(=O)CSC2=Nc3ccccc3C3CC=NN23)cc1 (stereo not drawn)	-70%	-9	169	9	169	-123%	x	x	x
6	COc1ccc2c(Cl)c(C(N)=O)sc2c1	9%	x	x	x	x	-6%	24	91	67
7	CCSc1nc2sc3c(c2c(=O)n1CC)CC(C)(C)OC3	9%	-5	188	5	188	-15%	x	x	x
8	Cc1oc(C(=O)O)cc1COc1ccc2c3c(c(=O)oc2c1)CCC3	-30%	-6	163	6	163	15%	8	96	88
9	CCC(=O)Nc1cccc(C(=O)/C=C/c2cc(Br)ccc2OC)c1	-52%	2	127	-2	127	2%	x	x	x
10	C=CCn1c(SCc2cccc(C#N)c2)nnc1-c1ccccc1O	-39%	-1	70	1	70	-4%	-16	71	88

Next section
nr	compound	PLAP inhibitors HTS	NFkB transloc inh	NFkB transloc inh cell count 2 µM	IL1B NFkB pot	IL1B NFkB pot cell count 2 µM	Bcl-B displacement	MRP reversal	MRP reversal cytotoxicity	MRP reversal with doxorubicin
11	O=C(CSc1ncn[nH]1)NC12CC3CC(CC(C3)C1)C2	-85%	-10	52	10	52	1%	5	96	92
12	O=C(NCc1cccc(Cl)c1)c1cccc(C(F)(F)F)c1	27%	-20	105	20	105	2%	x	x	x
13	Cc1cccc(N2CCN(C(=O)CN3CCOc4ccccc43)CC2C)c1 (stereo not drawn)	-42%	2	187	-2	187	-4%	-1	85	85
14	CCN(c1ccccc1)S(=O)(=O)c1ccc(C(=O)Nc2nccs2)cc1	17%	-17	190	17	190	7%	9	88	79
15	CN(C)S(=O)(=O)c1cccc(NC(=O)COC(=O)CCc2nc3ccccc3s2)c1	9%	-19	207	19	207	-3%	3	98	95
16	Cc1cc(C(=O)CSc2nnnn2C)c(C)n1-c1cccc(F)c1	-43%	-8	145	8	145	2%	-27	51	78
17	CC1CC(C)CN(c2ccc(C(=O)OCC(=O)NC3CCCc4ccccc43)cc2[N+](=O)[O-])C1 (stereo not drawn)	8%	x	x	x	x	-20%	4	100	96
18	O=C(CNC(=O)c1cccs1)NCC(=O)OCc1cccc(Cl)c1	7%	11	95	-11	95	-6%	x	x	x
19	Cc1ccc(NC(=O)C2CC(=O)NC(N3CCc4ccccc43)=N2)cc1 (stereo not drawn)	-14%	3	202	-3	202	-3%	x	x	x
20	CCOc1ccc(NC(=O)[C@@H](NC(=O)c2ccccc2)[C@@H](C)CC)cc1	9%	-14	135	13	135	-10%	10	92	82

More results.
nr	compound	PLAP inhibitors HTS	NFkB transloc inh	NFkB transloc inh cell count 2 µM	IL1B NFkB pot	IL1B NFkB pot cell count 2 µM	Bcl-B displacement	MRP reversal	MRP reversal cytotoxicity	MRP reversal with doxorubicin
21	CCC(C)N(C(=O)CSc1nc(-c2ccccc2)cs1)C1CCS(=O)(=O)C1 (stereo not drawn)	-43%	-7	55	7	55	6%	-7	71	78
22	CCCCCc1c(C)nc(Nc2ccccc2)[nH]c1=O	-10%	12	111	-12	111	-4%	2	80	78
23	O=C(CN1CCOc2ccccc21)N1CCC(Cc2ccccc2)CC1	x	-1	164	1	164	x	6	88	82
24	CCOc1ccc(S(=O)(=O)Nc2ccc(C(=O)N/N=C(\C)c3ccc(-n4ccnc4)cc3)cc2)cc1	-92%	-5	185	5	185	-21%	9	100	91
25	O=C/C(=C\Nc1ccccn1)c1nc2cc(Cl)ccc2o1	x	5	164	-5	164	x	-16	54	70
26	Cc1ccc(-c2nc3c(cnn3-c3ccccc3)c(=O)o2)cc1	-5%	x	x	x	x	6%	14	80	66
27	CCOc1ccc(C2C(C#N)=C(C)NC3=C2C(=O)c2ccccc23)cc1 (stereo not drawn)	-20%	6	139	-6	139	19%	x	x	x
28	CCSc1ccccc1C(=O)Nc1nncs1	-11%	-9	70	9	70	0%	4	99	95
29	C=CCNC(=O)CSc1nc2cc(C(=O)OCC)ccc2n1CC	-54%	-5	207	5	207	-12%	-25	26	51
30	COc1ccc(NC(=O)c2c(Nc3ccccc3)sc(C(=O)c3ccc(F)cc3)c2N)cc1	0%	-24	163	24	163	-8%	x	x	x

Next part.
nr	compound	PLAP inhibitors HTS	NFkB transloc inh	NFkB transloc inh cell count 2 µM	IL1B NFkB pot	IL1B NFkB pot cell count 2 µM	Bcl-B displacement	MRP reversal	MRP reversal cytotoxicity	MRP reversal with doxorubicin
31	Cc1ccc(NC(=O)CSc2nnc(Cn3cnc4ccccc43)o2)c(C)c1	-25%	8	165	-7	165	5%	11	89	78
32	O=C(C1Cc2ccccc2O1)N1CCCCC1 (stereo not drawn)	19%	-3	127	3	127	2%	-22	75	98
33	O=C1c2cnccc2CN1Cc1ccccc1	-7%	1	170	-1	170	-4%	0	87	87
34	Cc1cc(SCC(=O)Nc2ccccc2C)nc(C)n1	8%	-17	148	17	148	-13%	-1	93	94
35	CCCOc1c(OC)cccc1C1CC(=O)Nc2cc3c(cc21)OCCO3 (stereo not drawn)	-1%	-28	202	28	202	-5%	-26	15	41
36	CCOC(=O)Nc1ccc2c(c1)OCO2	10%	4	144	-3	144	-12%	10	101	91
37	O=c1c2ccccc2nnn1CSc1nnc(-c2cccnc2)n1-c1ccccc1F	-3%	-7	132	7	132	8%	9	86	78
38	CCN1CCN(C2=C(Cl)C(=O)N(Cc3ccccc3)C2=O)CC1	x	2	154	-2	154	x	-17	47	64
39	COc1ccc(C(=O)N2CCN(C3CCC(c4ccccc4)CC3)CC2)cc1OC (stereo not drawn)	-55%	-5	136	5	136	-5%	4	90	87
40	CCOC(=O)N1CCN(CC(=O)c2c(C)[nH]c3ccccc23)CC1	-63%	x	x	x	x	-5%	x	x	x

Later entries.
nr	compound	PLAP inhibitors HTS	NFkB transloc inh	NFkB transloc inh cell count 2 µM	IL1B NFkB pot	IL1B NFkB pot cell count 2 µM	Bcl-B displacement	MRP reversal	MRP reversal cytotoxicity	MRP reversal with doxorubicin
41	Nc1c(NCc2ccccc2)c(=O)[nH]c(=O)n1Cc1ccccc1	8%	-11	181	11	181	15%	-3	105	107
42	COc1ccc(CNC(=O)C(=O)NCC2CCCO2)cc1 (stereo not drawn)	13%	-8	148	8	148	-4%	-11	89	101
43	CCOc1cc(/C=N/NS(=O)(=O)c2ccccc2)ccc1OS(=O)(=O)c1ccc(C)cc1	-66%	-4	189	4	189	-4%	x	x	x
44	COc1ccc(C)cc1N(CC(=O)Nc1cccc(N(C)S(C)(=O)=O)c1)S(C)(=O)=O	-20%	8	71	-8	71	-8%	6	78	73
45	Cc1nc(CCNC(=O)COc2ccccc2)cs1	-14%	3	131	-3	131	-3%	15	103	89
46	COC(=O)CSc1nnc(SCc2ccccc2)s1	10%	4	72	-4	72	-1%	6	96	91
47	CCCCn1c(SCC(=O)NCc2ccco2)nnc1-c1ccoc1C	-52%	-8	160	8	160	14%	5	79	74
48	COn1c(-c2ccccc2)nc2c1CCc1c-2no[n+]1[O-]	-1%	0	52	0	52	-1%	12	83	71
49	CCOc1cc(/C=N/O)ccc1OS(=O)(=O)c1ccc(C)cc1	-6%	-11	112	11	112	2%	x	x	x
50	O=C(Nc1nnc(-c2ccccc2Cl)o1)c1ccco1	12%	-3	187	3	187	0%	3	79	76

Following part:
nr	compound	PLAP inhibitors HTS	NFkB transloc inh	NFkB transloc inh cell count 2 µM	IL1B NFkB pot	IL1B NFkB pot cell count 2 µM	Bcl-B displacement	MRP reversal	MRP reversal cytotoxicity	MRP reversal with doxorubicin
51	CCCCCCOc1ccc(OC(=O)c2ccncc2)cc1	x	-21	139	21	139	x	-25	71	96
52	Cn1c(/C(C#N)=C2/CCCCCN2)nc2ccccc21	2%	x	x	x	x	8%	10	88	79
53	Cn1c(NCCCN2CCOCC2)nc2c1c(=O)n(Cc1ccc(Cl)cc1Cl)c(=O)n2C	-67%	1	107	-1	107	11%	-29	73	102
54	CCOC(=O)C1(S(=O)(=O)c2ccc(Cl)cc2)CCN(Cc2ccccc2)CC1	-34%	-8	159	8	159	-10%	x	x	x
55	Cc1noc(C)c1C(=O)NCc1ccco1	8%	-27	110	27	110	4%	14	105	91
56	CCCCn1c(-c2csc3ccccc23)n[nH]c1=S	-12%	-1	157	1	157	-14%	x	x	x
57	Cn1cccc1C(=O)OCc1cc(Cl)cc2c1OCOC2	10%	1	120	-1	120	5%	-2	105	106
58	CCc1c(C)nc(N)n2c(SCC(=O)Nc3ccccc3OC)nnc12	9%	-6	120	6	120	-1%	3	82	78
59	CCOC(=O)c1c(-c2ccc(C)s2)csc1NC(=O)c1cccs1	1%	11	113	-11	113	7%	1	103	101
60	Cc1ccc(C)c(NC(=O)c2sc(Cl)nc2-c2ccccc2)c1	14%	9	160	-9	160	-4%	x	x	x

Complete entries as entered above. Order of screens: PLAP inhibitors HTS	NFkB transloc inh	NFkB transloc inh cell count 2 µM	IL1B NFkB pot	IL1B NFkB pot cell count 2 µM	Bcl-B displacement	MRP reversal	MRP reversal cytotoxicity	MRP reversal with doxorubicin
CCOC(=O)C1(S(=O)(=O)c2ccc(Cl)cc2)CCN(Cc2ccccc2)CC1 is listed with -34%	-8	159	8	159	-10%	x	x	x
CCCCn1c(-c2csc3ccccc23)n[nH]c1=S is listed with -12%	-1	157	1	157	-14%	x	x	x
CCc1c(C)nc(N)n2c(SCC(=O)Nc3ccccc3OC)nnc12 is listed with 9%	-6	120	6	120	-1%	3	82	78

(continued)
nr	compound	PLAP inhibitors HTS	NFkB transloc inh	NFkB transloc inh cell count 2 µM	IL1B NFkB pot	IL1B NFkB pot cell count 2 µM	Bcl-B displacement	MRP reversal	MRP reversal cytotoxicity	MRP reversal with doxorubicin
61	O=S(=O)(Cc1cc(-c2ccc(Cl)cc2)no1)c1ccccc1	16%	-9	163	9	163	-1%	x	x	x
62	CC(C)(C)NC(=O)Nc1ccccc1C(N)=O	8%	9	87	-9	87	-4%	11	99	88
63	CC(C)C(=O)Nc1cccc(C(=O)Nc2ccc3c(c2)OCO3)c1	15%	-26	179	26	179	8%	-7	76	83
64	CCOCCCNc1nc2c(c(=O)n(C)c(=O)n2C)n1CCCc1ccccc1	-41%	7	191	-7	191	-4%	-12	68	80
65	O=C(c1ccc(O)cc1)c1ccc(C(=O)O)c(C(=O)O)c1	15%	-5	158	5	158	32%	5	99	93
66	CN(C)CCn1c(=O)n(Cc2ccco2)c(=O)c2c3c(sc21)CCCCC3	-35%	-16	59	16	59	0%	-10	51	61
67	Cc1cc(C)c(S(C)(=O)=O)c(Oc2ccccc2C)n1	2%	x	x	x	x	-2%	x	x	x
68	CN(C)/C=C1\C(=O)N(c2ccc(Cl)cc2)CS1(=O)=O	-8%	-11	185	11	185	-2%	x	x	x
69	O=C(CSc1nc(Nc2ccccc2)nc(N2CCOCC2)n1)Nc1ccc([N+](=O)[O-])cc1	-50%	-17	112	17	112	4%	-6	49	55
70	Cc1cc(C)cc(-n2nnnc2SCC(=O)Nc2cccc(NC(=O)c3ccco3)c2)c1	11%	13	101	-13	101	-9%	-18	51	69
71	N#Cc1c(-c2cccs2)cc(-c2cccnc2)nc1N	14%	-6	69	6	69	11%	x	x	x

From PubChem
